Chronic BCR inh – blocks chronic active B-cell receptor signaling | Potency, µM (top dose mostly 46.1 µM), without a hit: at the top dose ratio change, negative = lower green/red ratio, hits mostly inhibitors | AID 493014 | actives 0.05% (n = 340,000) | ABC-DLBCL IkBa-CBG/CBR reporter, luminescence ratio, 4 h; active = well fitted inhibition curve with a large enough effect in the signal ratio, with a control signal flat, not every such curve was filed as active; inconclusive = small, poorly fitted or top-dose-only effect, or effect the other way, or a change in a side signal; the % refers to the signal ratio;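 also: potency is read from the fitted curve at half-maximal effect; plate controls were basal doxycycline-induced cells for no effect and cells given 10 µM MG132 for full effect; MG132 reads +100%, hits lower the ratio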
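Compounds up to 46 uM were incubated four hours with TMD8 cells whose green CBG68 luciferase is fused to IkappaBalpha; red CBR luminescence normalised the signal, and concentration-effect curves were fitted to fusion, red and ratio data.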
Tb PFK block – inhibitors of T. brucei phosphofructokinase; Potency, µM (highest dose often 57.5 µM), without a hit: top-dose activity, negative = inhibition, actives largely listed as inhibitors; actives 0.17% (n = 330,000); O15648; T. brucei PFK, ADP-Glo luminescence;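 also: potency is read from the fitted curve at half-maximal effect; 0% = uninhibited 1x PFK enzyme wells and -100% = no-enzyme wells; nearly all actives have a fitted effect of over 60% in size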
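1.25 nM PFK with 0.5 mM F6P and 0.1 mM ATP in 0.1 M TEA pH 8.0, 5 mM MgCl2, incubated 45 min at room temperature; ADP measured by ADP-Glo luminescence; compounds titrated up to 57 uM.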
Coupling enz – coupling enzyme interference in Giardia aldolase counter-screen. AID 2472. activity change, negative = inhibition, % at 58.2 µM, hits read low. actives 0.67% (n = 290,000). coupling enzyme system counterscreen, AmpLite Red fluorescence; in the data active = activity change below about -30%; also: % is scaled to controls: 0 for no effect and ±100 for the full control effect
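Counterscreen of the coupled detection system alone, without aldolase: glyceraldehyde-3-phosphate coupling enzymes plus AmpLite Red readout. Compounds at 57.5 uM final, 10 min RT preincubation, 20 min RT reaction, fluorescence 525/598 nm.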
Giardia killer – kills Giardia lamblia; Giardia lamblia trophozoite viability; activity change, % at 7.66 µM, hits read low; actives 0.15% (n = 340,000); AID 540267; in the data active = activity change below about -80%; inconclusive = between about -30% and that limit;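 also: parasites exposed to compound for two days anaerobically before the ATP read; % is scaled to controls: 0 for no effect and ±100 for the full control effect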
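Trophozoite viability was measured as ATP-dependent luminescence, read 15-30 min after reagent addition. Before that, parasites at 100 cells/well were exposed to compounds for 48 h, anaerobically, at 37 deg C.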
PTAP TSG101 blk – blocks PTAP/TSG101 interaction to inhibit HIV-1 budding; Q99816; Fluorescence polarization, FITC-PTAP peptide / Tsg101 binding; Potency, µM (highest dose often 115 µM), for inactives: at the top dose activity change, negative = inhibition, most hits filed as inhibitors; 340,000 tested, under 10 active; active = well fitted inhibition curve with a large enough effect in the main read-out, with a control signal flat, not every such curve was filed as active; inconclusive = small, poorly fitted or top-dose-only effect, or effect the other way, or a change in a side signal; inactive = no such curve, though single readings can be large or run the other way; also: potency is read from the fitted curve at half-maximal effect; % of control where 0% means no effect
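Steps: Tsg101 binding domain dispensed (10 uM final), compounds pinned in DMSO, FITC-labeled PTAP-motif peptide added (50 nM final); after 20 min binding at room temperature, polarization measured.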
Menin-MLL TR inh – menin-MLL binding inhibition, Texas Red mutant peptide. Menin + Texas Red MLL mutant peptide, fluorescence polarization. Potency, µM (top dose mostly 61.6 µM), inactives show at the top dose FP activity change, negative = inhibition, hits mostly inhibitors. O00255. AID 1768. actives 0.23% (n = 270,000); active = well fitted inhibition curve with a large enough effect in the polarisation, with a control signal flat, not every such curve was filed as active; inconclusive = small, poorly fitted or top-dose-only effect, or effect the other way, or a change in a side signal; inactive = no such curve, though single readings can be large or run the other way; the % refers to the polarisation; also: potency is read from the fitted curve at half-maximal effect; % of control where 0% means no effect; many of its hits are not listed in these tables
GALK inhibitor – galactokinase (human) inhibition; Purified GALK, Kinase-Glo residual ATP luminescence; Potency, µM (doses to about 57.5 µM), for the others: at the top dose activity change, negative = inhibition, actives largely listed as inhibitors; actives 0.007% (n = 270,000); P51570; AID 1868; also: potency is read from the fitted curve at half-maximal effect; % is scaled to controls: 0 for no effect and ±100 for the full control effect
Target sequence (P51570 whole entry, looked up): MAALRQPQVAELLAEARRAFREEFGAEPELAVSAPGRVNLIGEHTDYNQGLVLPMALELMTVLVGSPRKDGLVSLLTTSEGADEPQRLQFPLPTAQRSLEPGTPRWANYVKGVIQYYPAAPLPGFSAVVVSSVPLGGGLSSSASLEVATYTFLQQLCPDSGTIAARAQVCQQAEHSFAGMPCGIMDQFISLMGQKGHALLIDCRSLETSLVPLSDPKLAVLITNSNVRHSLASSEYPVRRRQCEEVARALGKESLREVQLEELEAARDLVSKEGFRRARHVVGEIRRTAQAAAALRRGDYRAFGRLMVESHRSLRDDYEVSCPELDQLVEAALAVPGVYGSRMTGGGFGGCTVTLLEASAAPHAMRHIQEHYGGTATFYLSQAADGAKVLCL
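Kinase-Glo Plus luminescence measured ATP left after a 1 h room-temperature reaction. The reaction used 5 nM GALK, 100 uM galactose and 35 uM ATP at pH 8.0 (20 mM HEPES, 5 mM MgCl2, 60 mM NaCl, 1 mM DTT, 0.01% BSA).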
PKM2 act – activators of human pyruvate kinase M2; P14618; purified PKM2, Kinase-Glo ATP luminescence, activation; response scale: 0% is enzyme alone, no compound; Potency, µM (top dose mostly 57.5 µM), for inactives: at the highest dose activation, hits mostly activators; actives 0.34% (n = 260,000); AID 1631; also: potency is read from the fitted curve at half-maximal effect; % is scaled to controls: 0 for no effect and ±100 for the full control effect; nearly all actives have a fitted effect of over 55% in size
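Purified hPK-M2 (>95% pure) converted ADP (0.1 mM final) to ATP with 0.5 mM PEP in 50 mM imidazole pH7.2, KCl, MgCl2, Tween 20, BSA; 1 h at room temperature. ATP detected by Kinase-Glo luminescence.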
ASM inhibitor – human S-ASM enzyme inhibition; P17405; placental ASM, HMU-PC fluorogenic substrate, 60 min; Potency, µM (doses to about 57.5 µM), for the others: at the top dose activity change, negative = inhibition, actives largely listed as inhibitors; actives 0.006% (n = 340,000); also: potency is read from the fitted curve at half-maximal effect
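Fluorogenic HMU-PC substrate (9 uM final) is turned over by placental ASM in 60 min at 37 C after a 10 min compound preincubation. Reaction ended by alkaline stop (pH 10), with fluorescence read at 386/447 nm.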
a7 integrin act – activates integrin-mediated alleviation for muscular dystrophy; alpha7betagal myoblasts, beta-gal FDG fluorescence, 48 h; actives 0.064% (n = 350,000); Potency, µM (doses to about 38.3 µM), for the others: at the highest dose activation, most hits filed as activators;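 also: potency is read from the fitted curve at half-maximal effect; 100% = response of the positive control SU9516; nearly all actives have a fitted effect of over 60% in size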
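alpha7betagal+/- myoblasts (passage 13, 250/well) treated 48 h at 37C with compounds at 1:260 dilution of DMSO stock. Lysed, then beta-galactosidase activity read as FDG fluorescence (ex 480/em 540) after 30 min, with pre-read for autofluorescence.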
B2AR arrestin – agonists driving beta-arrestin recruitment to human beta2-adrenergic receptor | actives 0.02% (n = 330,000) | P07550 | beta-arrestin recruitment to beta2AR, cell-based reporter | Potency, µM (titrated, usually from 46.1 µM), without a hit: at the top dose activation, usual class: activators;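 also: potency is read from the fitted curve at half-maximal effect; 0% = DMSO controls and full agonism = EC100 isoproterenol or metaproterenol; nearly all actives have a fitted effect of over 65% in size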
Target sequence (P07550 whole entry, looked up): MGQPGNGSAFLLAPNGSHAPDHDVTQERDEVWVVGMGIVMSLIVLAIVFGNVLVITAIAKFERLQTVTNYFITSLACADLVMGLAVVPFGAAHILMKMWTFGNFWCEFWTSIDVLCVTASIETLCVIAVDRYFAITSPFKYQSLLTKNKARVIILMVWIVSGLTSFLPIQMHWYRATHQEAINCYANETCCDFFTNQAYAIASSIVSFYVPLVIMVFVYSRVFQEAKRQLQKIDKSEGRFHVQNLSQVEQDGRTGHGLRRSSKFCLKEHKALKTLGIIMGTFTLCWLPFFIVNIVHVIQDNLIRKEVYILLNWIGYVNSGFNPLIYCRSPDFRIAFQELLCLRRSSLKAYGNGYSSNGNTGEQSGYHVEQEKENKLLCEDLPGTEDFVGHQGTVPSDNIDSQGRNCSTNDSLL
Numbers without * were called inactive; ? = inconclusive; / = no result given; [ ] = remark or other dose. Unless noted, calls follow the shape of the dose curve; as a rule, active = well fitted curve in the direction sought with a large enough effect; inconclusive = small, poorly fitted or top-dose-only effect, or another doubt; inactive = no such curve, though single readings can be large; an effect the other way counts as inactive or inconclusive. An excerpt, so the mix of outcomes need not match the whole.

SMILES	Chronic BCR inh	Tb PFK block	Coupling enz	Giardia killer	PTAP TSG101 blk	Menin-MLL TR inh	GALK inhibitor	PKM2 act	ASM inhibitor	a7 integrin act	B2AR arrestin
COCCN(CCOC)S(=O)(=O)c1ccc(C(=O)NCCCN2CCOCC2)cc1	1%	3%	0	-7	-1%	-4%	4%	-4%	3%	-2%	0.0%
CC(C)(C)C(=O)C[n+]1ccccc1	1%	0%	0	-2	-4%	16%	1%	4%	2%	-25%	-0.1%
Cc1cccc(NC(=O)c2nc[nH]c2C(=O)NCC(=O)OC(C)(C)C)c1	12%	4%	-7	-6	-5%	/	0%	9%	-10%	0%	0.1%
CCOC(=O)c1cc2c(ccn2C)n1CC(=O)N(CC)CC	3%	-5%	-12	7	-3%	20%	8%	0%	-1%	8%	0.2%
CCn1cc(C(=O)O)c(=O)c2cnc(N3CCN(C(=O)Nc4cccc5ccccc45)CC3)nc21	8%	4%	-6	/	/	?	4%	1%	/	/	-0.7%
Cc1cc(OCCCn2ccnc2)cc(C(C)C)c1	0%	0%	0	-5	1%	-8%	0%	-1%	-4%	-7%	-0.3%
COc1cc(/C=N/NC(=O)NC2CCCCC2)ccc1O	13µM*	1%	-3	-7	-2%	/	-1%	2%	2%	-5%	-0.4%
COc1ccc(C(C)NC(=S)NC2CCCCC2)cc1OC (stereo not given)	-6%	0%	/	-4	-1%	/	-2%	-5%	5%	12%	0.3%
COCCN(C(=O)CSc1cc(C)c2ccccc2n1)c1c(N)n(CC(C)C)c(=O)[nH]c1=O	2%	-3%	/	1	-1%	/	/	/	9%	12%	0.2%
CCOc1ccccc1/C=N\Nc1cnn(Cc2ccccc2)c(=O)c1Cl	-2%	5%	-3	-9	-9%	23%	-1%	4%	8%	-56%[inhibitor]	-0.1%
Cc1ccc(NC(=O)C2CCCN2C(=O)OCc2ccccc2)cc1F (stereo not given)	-1%	-1%	/	-12	-1%	/	0%	/	1%	?	0.6%
CCCC(C(=O)NCc1ccc(OC)cc1)N(Cc1ccco1)C(=O)c1snc(C(N)=O)c1N (stereo not given)	0%	2%	0	0	-5%	-6%	3%	-13%	145%[activator]	-33%	-0.6%
CCOCCc1nnc(NC(=O)c2cccs2)s1	1%	-1%	3	4	-1%	-6%	0%	-9%	-1%	-6%	0.2%
CSc1nsc(SC)c1C(=O)N1CCN(S(=O)(=O)c2ccc(C)cc2)C1C (stereo not given)	4%	-2%	3	3	-6%	-10%	-1%	1%	4%	29%	-1.2%
Cc1ccc(OCCC(=O)OCC(=O)Nc2ccc3c(c2)OCO3)cc1	0%	-2%	/	-3	-3%	/	/	/	-5%	21%	0.2%
Cc1onc(-c2c(Cl)cccc2Cl)c1C(=O)NNC(=O)c1c(-c2c(Cl)cccc2Cl)noc1C	5%	3%	-3	12	-2%	/	/	0%	-3%	6%	0.0%
CCCc1cc(C(=O)N2CCCC(CO)(CCCc3ccccc3)C2)n(C)n1 (stereo not given)	-2%	0%	/	4	-4%	/	-1%	0%	-1%	0%	-0.2%
COc1ccc(/C=C/C(=O)Nc2cccc(S(=O)(=O)NC3=NCCCCC3)c2)c(OC)c1	?	1%	/	39[activator]	3%	/	/	/	-2%	-11%	0.0%
CC(=O)NNC(=O)c1ccncc1	1%	1%	0	-8	-10%	8%	-1%	2%	5%	26%	-0.8%
CC1(c2ccc(OC(F)F)cc2)NC(=O)N(CC(=O)N2CCN(C(=O)c3ccco3)CC2)C1=O (stereo not given)	-3%	-1%	/	-20	-1%	/	/	/	2%	22%	0.1%
COc1cc(OC)c(C(=O)NNC(=O)CN(C)S(=O)(=O)c2ccc(Cl)cc2)cc1OC	11%	3%	/	-27	1%	/	/	/	-2%	-13%	-0.5%
COc1ccc(OC)c(CN2CCN(C(=O)CNC(=O)c3cc(C)cc(C)c3)CC2)c1	-2%	-7%	/	-9	-5%	/	/	/	3%	6%	0.1%
Cc1nc(C)c(C(=O)OC(C)C(=O)Nc2ccc(F)cc2)s1 (stereo not given)	-3%	-7%	/	-7	-4%	/	/	/	1%	-6%	0.4%
O=C(NCCCN1CCOCC1)c1cc(S(=O)(=O)N2CCN(c3ccccc3)CC2)ccc1Cl	11%	-5%	/	6	-2%	/	/	/	-5%	11%	0.3%
COc1ccc(CCNC(=O)c2ccc(N(C)S(=O)(=O)c3ccc(C)cc3)cc2)cc1OC	0%	1%	-6	2	-2%	21%	-3%	2%	0%	25%	0.0%
Continuation:
SMILES	Chronic BCR inh	Tb PFK block	Coupling enz	Giardia killer	PTAP TSG101 blk	Menin-MLL TR inh	GALK inhibitor	PKM2 act	ASM inhibitor	a7 integrin act	B2AR arrestin
COc1ccc(C(=O)NCC(=O)N2CCN(c3ccc(Cl)cc3)CC2)cc1	2%	-2%	2	-23	-3%	2%	6%	/	-4%	0%	-1.1%
Cc1noc(C(=O)N2CCN(Cc3ccc4c(c3)OCO4)CC2)c1Cl	1%	-1%	3	10	-2%	?	/	1%	0%	-7%	0.5%
c1coc(-c2ccnc(-c3ccncc3)n2)c1	12%	0%	2	0	-1%	0%	6%	-4%	2%	-4%	-0.4%
Cc1cccc(C)c1OCc1nnc(NC(=O)CSc2ccc(Cl)cc2)s1	2%	-1%	5	-7	1%	?	1%	3%	4%	17%	-0.8%
O=C(COC(=O)c1cccc(O)c1)Nc1ccc(S(=O)(=O)N2CCOCC2)cc1	-2%	-2%	/	2	-11%	/	/	/	-3%	40%	0.0%
CCn1cc(C2=NC(C(C)C)CO2)c2ccccc21 (stereo not given)	?	-5%	0	-11	-1%	-21%	1%	2%	5%	5%	-0.3%
Cc1cccc(NC(=O)CSc2nnc(CNC(=O)c3ccc(S(=O)(=O)N(C)C)cc3)n2-c2ccc(F)cc2)c1	-1%	-3%	-2	-4	-2%	12%	-1%	-5%	-3%	1%	2.9%
CC(C)c1onc(C(=O)N2CCCCC2)c1[N+](=O)[O-]	?	4%	3	2	-6%	6%	/	4%	2%	-40%	-1.7%
CCOc1ccc(S(=O)(=O)NCCC(=O)N2CCN(c3ccccc3O)CC2)cc1	0%	2%	/	8	0%	/	/	/	-2%	1%	0.1%
Cc1ccc(N(C(C)C(=O)N2CCN(Cc3ccccc3)CC2)S(C)(=O)=O)cc1 (stereo not given)	-11%	7%	1	-13	4%	?	-7%	2%	-2%	-2%	-1.1%
O=[N+]([O-])c1ccc(N/N=C\c2cccn2-c2ccccc2)nc1	?	-3%	2	-3	1%	?	/	3%	?	-31%	-0.6%
COc1cc(NC(=O)Cn2cnc(S(=O)(=O)N3CCCC3)c2)cc(OC)c1OC	2%	3%	/	-17	-4%	/	-5%	/	4%	-19%	0.0%
CC1(S(=O)(=O)O)CC(=O)c2ccccc2C1=O (stereo not given)	?	-4%	-8	0	-3%	?	/	25%	0%	/	-0.6%
O=C(O)c1ccc2c(=O)n(-c3ccccc3F)c(=S)[nH]c2c1	-1%	-3%	6	8	1%	-2%	4%	0%	18%	-27%	0.0%
Cc1ccc(Nc2nc(N)nc(CSc3nnc(C)s3)n2)cc1	-6%	2%	0	0	-1%	/	3%	0%	1%	-17%	-0.4%
CC(C)Oc1nnnn1-c1ccccc1	?	1%	4	-8	-2%	12%	2%	0%	2%	21%	0.1%
Cc1ccc(C(C)C)c(OCCCN(C)Cc2ccccc2)c1	5%	1%	-6	7	1%	-9%	0%	-17%	-3%	35%	-0.8%
CCN(CC(=O)N(CC(C)C)c1c(N)n(CC(C)C)c(=O)[nH]c1=O)Cc1nc2ccccc2c(=O)[nH]1	?	0%	-1	-3	-6%	/	-1%	-2%	7%	0%	-0.2%
O=S(=O)(NCc1ccncc1)c1ccc(Br)s1	?	-1%	8	0	-3%	-13%	-4%	-3%	2%	-17%	-0.4%
O=C(CCc1nnc2ccc(NCc3ccccc3Cl)nn12)NCC1CCN(C2CCCC2)C1 (stereo not given)	-1%	-4%	0	?	-5%	-13%	-1%	/	2%	11%	0.2%
CN1CCN(S(=O)(=O)c2csc(C(N)=O)c2)CC1	1%	-1%	/	5	-1%	/	0%	/	-3%	3%	0.1%
CC1CCCCN1Cc1nc2c(c(=O)n(C)c(=O)n2C)n1CCc1ccccc1 (stereo not given)	?	1%	1	-22	1%	-3%	0%	2%	2%	-8%	-0.5%
CC(=O)Nc1ccc(OCC(O)CN2CCN(c3ccc(Cl)cc3)CC2)cc1 (stereo not given)	0%	1%	2	14	-3%	9%	0%	4%	-1%	-28%	0.1%
